Lipid storage S3 = qHTS Assay for Lipid Storage Modulators in Drosophila S3 Cells; AID 2685; lipid storage change, negative = inhibition, % at the top dose, mostly 46.1 µM; hits show Potency in µM; Drosophila S3 cells, BODIPY lipid droplet fluorescence, 18-24 h; cells fed with added oleic acid; hit rate 0.64% among 320,000; active = well fitted inhibition curve with a large enough effect in the signal ratio, with a control signal flat, not every such curve was filed as active; inconclusive = small, poorly fitted or top-dose-only effect, or effect the other way, or a change in a side signal; the % refers to the signal ratio
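Drosophila S3 cells got compounds at several concentrations plus oleic acid (400 uM solution). Laser-scanning cytometry with 488 nm excitation read lipid droplets at 500-530 nm and cells at 575-640 nm. Percent activity was relative to 20 uM Triacsin C.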
Lipid storage S3 cell count max = further read-out of Lipid storage S3, marked with its call; cell number change, %; measured here: cell count max response;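 cells counted by Cell Tracker Red CMTPX staining in the red channel; peak over a dose series mostly up to 46.1 µM; percent activity relative to internal control wells on each plate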
Starred values were filed as active, the others as inactive; i = inactive; ? = inconclusive; · = not tested or not shown; & = joins results of further samples; [ ] = another dose, or the depositor's remark. % is scaled to controls: 0 for no effect and ±100 for the full control effect; potency is read from the fitted curve at half-maximal effect. These rows are one share of the data; rates above refer to the full screens.

compound	Lipid storage S3	Lipid storage S3 cell count max
O=C(NCCC1=CCCCC1)C1CCN(S(=O)(=O)c2ccc(Br)s2)CC1	9.6%	-5.3
O=C(c1ccco1)N(Cc1ccco1)c1ccc(O)cc1	?	·
CCOc1nc(C)ccc1-c1noc(-c2ccccc2OC)n1	?	·
O=C(CC(=O)N/N=C\c1ccccc1)NCCc1ccccc1	?	·
CCOC(=O)/C(=N/Nc1ccc(Cl)cc1)S(=O)(=O)c1ccc(Cl)cc1	i	23.6
N#Cc1ccc(Oc2ccc(NC(=O)C3CC=CCC3C(=O)O)cc2)cc1 (stereo unspecified)	-4.6%	6.5
Cc1ccc(O)c(NC(=O)/C=C/C(=O)O)c1	?	·
O=C(C1CCCN(Cc2ccccc2F)C1)N1CCCCC1 (stereo unspecified)	?	·
CCSc1nnc(-c2cccnc2)n1Cc1ccco1	?	·
Cc1cc(/C=C2\SC(=S)N(Cc3ccco3)C2=O)c(C)n1-c1ccccc1	24.5%	-3.9
O=C(NNC(=O)C1CCCC1)c1cc([N+](=O)[O-])cc([N+](=O)[O-])c1	8.0%	12.1
COc1cc(C(=O)NCCNC(=O)C2CCCNC2=O)cc(OC)c1OC (stereo unspecified)	0.5%	5.0
Cc1cc(C(=O)NNC(=O)c2ccccc2O)c(C)o1	?	·
CC1CC(C)CN(S(=O)(=O)CC23CCC(CC2=O)C3(C)C)C1 (stereo unspecified)	i	13.3
O=C(NCc1ccccc1)c1c(O)c2cccc3c2n(c1=O)CCC3	14.2%	-24.8
CCOC(=O)C(C)n1cnc2c(nnn2-c2cccc(OC)c2)c1=O (stereo unspecified)	?	·
CCCn1c(=N)c(S(=O)(=O)c2ccc(F)cc2)cc2c(=O)n3ccccc3nc21	?	·
COc1ccccc1N1CCN(CC(=O)Nc2c(C)n[nH]c2C)CC1	?	·
Cc1nc2ccccc2c(=O)n1/N=C/c1ccccc1O	-4.5%	14.5
Cc1nc(-c2ccccc2)cc(N2CCCC2)n1	?	·
Cc1ccc(C(=O)OC(C)C(=O)c2cc(C)c(C)cc2C)o1 (stereo unspecified)	?	·
COc1cc2c(cc1OC)C(c1cc(Br)c(OC)c(OC)c1)CC(=O)N2 (stereo unspecified)	?	·
CCn1c(COc2ccccc2OC)nc2ccccc21	?	·
CC(=O)Nc1ccc(OCc2cccc3ccccc23)cc1	i	1.6
COc1ccc(N2CCN(C3CC(=O)N(Cc4ccccc4)C3=O)CC2)cc1 (stereo unspecified)	9.4%	-11.4

Entries of single compounds as entered above. Values in the order: Lipid storage S3	Lipid storage S3 cell count max
O=C(c1ccco1)N(Cc1ccco1)c1ccc(O)cc1 in the list: ?	·
CC1CC(C)CN(S(=O)(=O)CC23CCC(CC2=O)C3(C)C)C1 (stereo unspecified) in the list: i	13.3

Next section
compound	Lipid storage S3	Lipid storage S3 cell count max
CNC(=O)c1nn(-c2ccc(Cl)cc2)ccc1=O	i	·
CCOC(=O)c1cnc(-n2nc(C)cc2C)nc1N(CC)CC	?	·
COc1ccc(-n2cc(C(=O)c3ccc4ccccc4c3O)cn2)cc1	?	·
CCOc1ccccc1NC(=O)COC(=O)Cc1ccsc1	?	·
COc1ccccc1C(=O)N/C(=C\c1cn(C)c2ccccc12)C(=O)N1CCCC1	?	·
O=C1CCc2cc(S(=O)(=O)Nc3ccccc3)cc3c2N1CC3	i	·
CC(C)(C)OC(=O)N1CCC[C@H]1C(=O)Nc1ccc(S(=O)(=O)C(F)F)cc1	?	·
CCOc1ccccc1NC(=O)NC1CCCCCCC1	?	·
CCCCN(CCCC)S(=O)(=O)c1ccc(NS(=O)(=O)c2ccc(NC(C)=O)cc2)cc1	?	·
COc1cc(/C=N/NC(=O)CNC(=O)c2ccc3c(c2)OCCO3)ccc1O	0.9%	-18.1
Cc1ccc(S(=O)(=O)NC(=O)Nc2cc(C)ccc2F)cc1	?	·
Cc1nn(C)c(C)c1S(=O)(=O)N1CCC(CO)(CC2CCCCO2)CC1 (stereo unspecified)	10.8%	-6.5
COc1ccc(CN(CC(=O)NCc2ccc(F)cc2)C(=O)CCC(=O)Nc2nccs2)cc1	?	·
CCCC(C)NC(=O)c1cc(S(=O)(=O)N2CCCCCC2)ccc1OC (stereo unspecified)	-15.6%	·
CCCn1nnnc1NC(=O)c1cc(Cl)ccc1Cl	11.6%	1.9
CC1CCc2c(sc3ncn(CCO)c(=O)c23)C1 (stereo unspecified)	?	·
Cn1nc(C(F)(F)F)c(-c2ccc(Br)cc2)c1NC(=O)c1nccnc1C(=O)O	?	·
CN(C)S(=O)(=O)c1ccc2c(c1)nc(CCC(=O)NCc1ccc(Cl)cc1)n2C	-6.7%[9.22 µM]	-1.8
CS(=O)(=O)N1CCC(C(=O)Nc2cccc(Cl)c2Cl)CC1	6.7%	23.1
O=C(O)/C=C\C(=O)Nc1ccc(F)c(F)c1F	-5.9%	18.5
Cc1ccc(C(CC(=O)O)C2CCOC(C)(C)C2)cc1 (stereo unspecified)	?	·
Cc1ccc(CNc2nc(-c3cccnc3)nc3ccccc23)cc1	?	·
NC(=O)c1ccc[n+](CC(=O)c2ccccc2)c1	-13.0%	-14.7
COC(=O)c1c(C)[nH]c(C)c1-c1ccc([N+](=O)[O-])cc1	?	·
Cc1cc(C)c2sc(N(CCCN(C)C)C(=O)c3ccc(Br)s3)nc2c1	?	·
CCCCS(=O)(=O)c1sc2nc3c(cc2c1N)CCCC3	?	·
Cc1c(C(=O)OCC(=O)c2c(N)n(CC(C)C)c(=O)n(C)c2=O)oc2ccccc12	?	·
CCOC(=O)c1cc(C(C)(C)C)oc1CNC(=O)c1c(C)oc2c1CCCC2	-22.0%	-20.7
Cc1ccc2nc3c(cc(C(=O)NCC4CCCO4)c(=N)n3CCCOC(C)C)c(=O)n2c1 (stereo unspecified)	13.9%	-2.5
COc1cc(/C=C2/SC(=O)NC2=O)ccc1Oc1ccc([N+](=O)[O-])cc1[N+](=O)[O-]	0.4%	-8.3
CN(C)CCOC(=O)C1(c2ccccc2)CCOCC1	9.6%&16.4%	0.3&-12.8
N#Cc1ccc(/C=C/C(=O)c2cccnc2)cc1	?	·
CC(=O)Nc1ccc(OS(=O)(=O)c2ccc([N+](=O)[O-])cc2)cc1	0.4%	-6.4
Cc1c(O)ccc2c(CC(=O)N[C@@H](Cc3ccccc3)C(=O)O)cc(=O)oc12	6.9%	1.0
CSc1ccccc1NC(=O)CN1CCN(S(=O)(=O)c2ccccc2[N+](=O)[O-])CC1	7.3%	-1.7
Cc1cc(C)c2c(CN3CCC(C)CC3)cc(=O)oc2c1	?	·
O=C(O)c1cnn(-c2ccccc2)c1-n1cccc1	3.2%	0.4
Cc1ccc(C2(C)NC(=O)N(CC(=O)Nc3ccc(Cl)c(S(=O)(=O)N4CCCCC4)c3)C2=O)cc1 (stereo unspecified)	?	·
COCCCNC(=O)C1CCC(CNS(=O)(=O)c2ccc(OC)cc2)CC1 (stereo unspecified)	-13.6%	-3.0
CCN(CC(O)c1cccc(O)c1)C(=O)C12CC3CC(CC(C3)C1)C2 (stereo unspecified)	-4.8%	-21.3
Cc1ccc(NC(=O)/C(=C/c2ccc([N+](=O)[O-])cc2)NC(=O)c2ccccc2)cc1	-7.3%	-1.1
COC(C(=O)NCc1ccccc1C)c1ccccc1 (stereo unspecified)	?	·
COc1cccc(-c2c(C(=O)N/N=C/c3sccc3C)nnn2-c2nonc2N)c1	?	·
CCCCCn1c(=O)[nH]c2cc(C(=O)NCCCN(C)Cc3ccccc3)ccc2c1=O	?	·
COc1ccc(C(=O)c2sc3nc(C)cc(-c4cccs4)c3c2N)cc1OC	?	·
Cc1ccc(S(=O)(=O)N2CCC(C(=O)NC3CCCC3)CC2)cc1Cl	?	·
Cc1cc(C)c(NC(=O)CC(C)(C)C)c(Cl)c1	3.0%	-14.8
CC1CCCCC1NC(=O)CO/N=C/c1ccc(OC(F)F)cc1 (stereo unspecified)	?	·
CCCCN1C(=O)C2C3C=CC(C2C1=O)C1C2C(=O)N(CCCC)C(=O)C2C31 (stereo unspecified)	-0.6%	21.2
COC(=O)CCCNC(=O)CC1C(=O)NCCN1Cc1ccoc1 (stereo unspecified)	-4.0%	3.8

The list goes on:
compound	Lipid storage S3	Lipid storage S3 cell count max
Cc1ccc(/C=N/c2sc3c(c2C#N)CCC3)o1	-27.9%	-19.7
O=C(c1ccc2nc(N3CCCCC3)sc2c1)N1CCN(c2ccccn2)CC1	?	·
CCN1CCN(CC(=O)n2c3c(c4ccccc42)CC(C)CC3)CC1 (stereo unspecified)	i	·
COc1ccc(CN2C(=O)c3ccccc3C2=O)cc1C(=O)N(C)CC(=O)Nc1c(C)cccc1C	?	·
COC(=O)C(NC(C)=O)(Nc1nc2ccc(S(C)(=O)=O)cc2s1)C(F)(F)F (stereo unspecified)	18.3%	8.7
Cc1ccc(CNC(=O)C2CCC(=O)N(Cc3ccc(Cl)cc3)C2)cc1F (stereo unspecified)	?	·
O=C(COC(=O)CN1C(=O)c2cccc([N+](=O)[O-])c2C1=O)NC1CCS(=O)(=O)C1 (stereo unspecified)	-3.5%	17.1
Cc1cccc(-n2ncc(C(=O)NC3CCCC3)c2C2CCN(C(=O)OC(C)(C)C)CC2)c1	?	·
Clc1ccc(OCCn2ccnc2)cc1Cl	?	·
COc1cccc2c1cc1c(=O)n(CC(=O)NCCCN3CCCCC3)nc(C)n12	?	·
CCOC(=O)C1=C(C)N(c2ccc(C)c(C)c2)C(=O)/C1=C\c1ccco1	13.1%	-10.1
Cc1cc(/C=N/NC(N)=S)c(C)n1-c1cccc(Cl)c1	i	·
O=C1c2cccc3c([N+](=O)[O-])ccc(c23)C(=O)N1CCc1ccccn1	?	·
Cc1cc(NC(=O)C2C3C(=O)N(CC4CCCO4)C(C(=O)NC(C)(C)C)C34C=CC2(C)O4)no1 (stereo unspecified)	9.4%	10.8
Nc1nonc1-n1nnc(C(=O)N/N=C/c2ccncc2)c1-c1ccccc1	9.0%	0.5
O=C(CSc1ccc2nnc(-c3ccncc3)n2n1)Nc1ccccc1F	?	·
OC[C@@H]1CCCN1Cc1nc(-c2cccs2)no1	4.1%	7.5
COc1ccc(C(=O)N/N=C/c2sc3ccccc3c2O)cc1	13.5%	7.6
C=C(C)[C@@H]1CC=C(C(=O)O)CC1	-20.5%	-4.4
COc1ccc(NC(=S)NCc2ccc3c(c2)OCO3)cc1	-0.6%	-13.2
COc1ccc(N2CCN(C(=O)COc3cccc4ccccc34)CC2)cc1	?	·
CCOc1ccc(N=Cc2c(C)[nH]n(-c3nc4ccccc4[nH]3)c2=O)cc1	?	·
CC(=O)Nc1ccc(Nc2ccc(N3C(=O)CCCC3=O)cc2[N+](=O)[O-])cc1	8.9%	·
CC(=O)c1ccc(OCc2ccccc2)c(C)c1O	?	·
COc1ccc(/C=N/NC(=O)c2ccco2)cc1Cn1nc(C)c([N+](=O)[O-])c1C	8.9%	14.5
COc1ccc(-c2csc(NC(=O)C(CC(=O)O)N3CCOCC3)n2)cc1 (stereo unspecified)	?	·
COc1ccc(N2CCN(C(=O)COc3ccccc3)CC2)cc1	?	·
CCN(Cc1cccc(F)c1)C(=O)c1ccc2ccccc2n1	?	·
O=C(NCC1CCCCC1)C1(CC2CC(c3ccc(Cl)cc3)=NO2)CCNCC1 (stereo unspecified)	-22.1%	-7.5
O=C(O)CC(CC(=O)N1CCN(C(=O)c2ccco2)CC1)c1ccccc1 (stereo unspecified)	i[0.369 µM]	-9.6
O=C(NC1CCCCC1)C(c1ccccc1)N1CCCC1 (stereo unspecified)	?	·
COc1ccc(N2CCN(S(=O)(=O)c3ccc4c(c3)CCCC4)CC2)c([N+](=O)[O-])c1	?	·
Cc1cc(C)cc(N2CC(O)Cn3c2nc2c3c(=O)[nH]c(=O)n2C)c1 (stereo unspecified)	6.7%	·
COCCN(C(=O)CSc1nnc(-c2ccccc2C)n1C)c1c(N)n(Cc2ccccc2)c(=O)[nH]c1=O	?	·
CCc1nnc(NS(=O)(=O)c2ccc(N/C=C\C(=O)c3ccc4ccccc4c3)cc2)s1	?	·
CC(=O)N1c2ccc(S(=O)(=O)N3CCC(C(=O)NCCc4ccc(Cl)cc4)CC3)cc2CC1C (stereo unspecified)	?	·
Cc1ccc(S(=O)(=O)CCSC(=N)N)cc1	?	·
C=CCn1c(C)cc(C(=O)COC(=O)COc2ccccc2C#N)c1C	12.9%	18.7
N#Cc1nc(-c2ccc(OCc3ccccc3Cl)cc2)oc1NCCCn1ccnc1	?	·
CCN(CC(=O)Nc1ccc(NC(C)=O)cc1)C(=O)c1cccc(-n2cccc2)c1	i	·
COc1cc(C(=O)OCC(=O)c2ccccc2)cc2c1OCCO2	4.9%	-2.8
CN(C(=O)CSc1nc2cc(C(=O)O)ccc2c(=O)n1Cc1ccccc1)C1CCS(=O)(=O)C1 (stereo unspecified)	?	·

Copied from the list:
O=C(O)CC(CC(=O)N1CCN(C(=O)c2ccco2)CC1)c1ccccc1 (stereo unspecified) – Lipid storage S3 cell count max = -9.6
C=CCn1c(C)cc(C(=O)COC(=O)COc2ccccc2C#N)c1C – Lipid storage S3 = 12.9%

Compound activity: PubChem BioAssay, National Center for Advancing Translational Sciences (NCATS)
